# Cneo AK release: causes C. neoformans cell lysis | adenylate kinase release luminescence, 4 h; normalised: neutral wells 0, clomiphene wells 100 | lysis activity, % at 15 µM | hit rate 0.2% among 360,000;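 active = mean lysis activity across replicates of at least 80%, whatever share of replicates individually reach that level; inactive = mean lysis activity below 80%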
#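 Material – log-phase Cryptococcus neoformans yeast cells · Input – 5 × 10^6 yeast cells/mL · Medium – fresh YPD growth medium · Doses – single compound concentration per well · Timing – static 4 h at 37 °C with compound, 1 h detection · Detection – adenylate kinase release luminescence · Read-out – signal increase indicating cell lysis · Control set – Clomiphene as positive lysis control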
# miR-122 sensor: inhibitors of miR-122 in Huh7 cells. Huh7 miR-122 Renilla luciferase sensor, 48 h; neutral wells = 0, positive control = 100. activation (reporter increase), % at 12.5 µM. hit rate 0.3% among 340,000;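 active = mean replicate activation score at least 90 and every replicate individually at or above 90; inconclusive = only one of the two criteria met; inactive = neither criterion met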;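 note: higher luciferase means less miR-122 activity so hits act as miR-122 inhibitors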
# esBAF inh: blocks esBAF chromatin remodeling in mouse ES cells | AID 602393 | reporter increase, % at 12.5 µM | hit rate 2% among 350,000 | Bmi1-luciferase knock-in reporter, 24 h; 100% = twice the neutral-well signal; in the data active = activation above about 40%; inconclusive = no clear call, values can overlap the other calls;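 note: 0% = median of the plate's neutral control wells and 100% = double that signal; a rise in the Bmi1 reporter signal indicates esBAF inhibition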
# ERp5 block: inhibitors of human ERp5 | ERp5 insulin aggregation, absorbance 650 nm, 90 min | inhibition, % at 9.99 µM | AID 651711 | hit rate 0.05% among 350,000;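 active = mean replicate inhibition above about 25%, with every replicate also reaching it, limit read from the data, passing the limit was not always enough; inconclusive = only one of those two criteria met; inactive = neither criterion met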
# Target sequence (Q15084 whole entry, looked up): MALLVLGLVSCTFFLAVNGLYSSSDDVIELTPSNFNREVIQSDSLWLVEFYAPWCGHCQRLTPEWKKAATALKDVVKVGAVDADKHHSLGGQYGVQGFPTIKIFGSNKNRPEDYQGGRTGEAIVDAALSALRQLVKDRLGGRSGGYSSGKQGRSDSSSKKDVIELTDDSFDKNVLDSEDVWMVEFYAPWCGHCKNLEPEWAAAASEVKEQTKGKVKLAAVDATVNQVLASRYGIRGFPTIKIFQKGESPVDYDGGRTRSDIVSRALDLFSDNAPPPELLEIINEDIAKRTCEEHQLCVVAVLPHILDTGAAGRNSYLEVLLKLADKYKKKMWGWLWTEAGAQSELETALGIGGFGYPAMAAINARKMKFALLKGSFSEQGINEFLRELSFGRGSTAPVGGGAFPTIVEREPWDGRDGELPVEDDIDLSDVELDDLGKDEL
# ARNT-TACC3 inh: ARNT/TACC3 interaction disruption | hit rate 0.66% among 390,000 | inhibition, % at 9.99 µM | AlphaScreen His-ARNT PAS-B/GST-TACC3 binding, luminescence; TACC3 fragment carries E629A point mutation;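 active = mean inhibition of replicates at least 50% and at least half of replicates each reaching 50%; inconclusive = half or more replicates reach 50% but mean below 50%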;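 note: 0% = complete ARNT plus TACC3 wells and 100% = ARNT alone without TACC3; many hits fall short of the cut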
# SIRT5 block: inhibitors of human sirtuin-5 desuccinylase. Q9NXA8. hit rate 1.1% among 330,000. Purified SirT5, succinyl-peptide AMC, trypsin-coupled fluorescence. inhibition, % at 15 µM; in the data active = inhibition above about 15%; inconclusive = no clear call, values can overlap the other calls
# Target sequence (Q9NXA8 whole entry, looked up): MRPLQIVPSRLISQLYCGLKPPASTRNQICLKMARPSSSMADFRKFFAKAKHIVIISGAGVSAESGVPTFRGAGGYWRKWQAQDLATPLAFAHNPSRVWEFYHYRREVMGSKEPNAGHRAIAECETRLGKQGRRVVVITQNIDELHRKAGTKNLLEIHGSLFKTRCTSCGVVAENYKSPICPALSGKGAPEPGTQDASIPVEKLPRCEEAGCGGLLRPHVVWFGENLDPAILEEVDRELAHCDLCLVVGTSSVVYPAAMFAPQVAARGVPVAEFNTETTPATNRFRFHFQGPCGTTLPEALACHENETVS
# Statin myotox sup: suppression of simvastatin myotoxicity; hit rate 0.78% among 330,000; AID 602340; rescue of ATP level, % at 7.49 µM; C2C12 myotubes + simvastatin, ATP luminescence, 48 h; scaled: DMSO 0, geranylgeraniol control 100;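 active = mean ATP rescue above about 67%, or every replicate alone reaching that limit, limit read from the data, passing the limit was not always enough; inconclusive = no clear call, values can overlap the other calls; inactive = mean under the limit and some replicate under it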;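 note: myotubes were challenged with 10 µM simvastatin during compound exposure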
# Active calls of the source: *; ? = inconclusive; nt = not tested or not shown; & = joins results of further samples; [ ] = dose if it differs, or a comment. An unsorted share of the library. About 4% of those tested had a hit in this group.
SMILES,Cneo AK release,miR-122 sensor,esBAF inh,ERp5 block,ARNT-TACC3 inh,SIRT5 block,Statin myotox sup
COc1cccc(CN(C)C[C@@H]2OCc3cn(nn3)CCCC(=O)N([C@H](C)CO)C[C@@H]2C)c1,1,-1[16.7 µM],1,-2,-5,-6,-5
Cc1ccc(CSC2=NCCN2C(=O)C(C)Oc2ccccc2)cc1 (stereo not drawn),nt,nt,nt,?,4,-2,nt
O=C(Cc1ccc(F)cc1)N[C@@H]1c2ccccc2CC[C@@H]1OCc1ccccc1,6,-5,-2,7,-6,-7,-10
CC(C)N1CCN(Cc2ccc3c(c2)Cc2ccccc2-3)CC1CCO (stereo not drawn),-1,4,-8,1,2,-3,-9
COc1ccc(-c2cn3c(C)c(C(=O)Nc4ccncc4)sc3n2)cc1,1,nt,-3,1,1,1,-21
CCOC(=O)N1CCC(NC(=O)CC(NS(=O)(=O)c2ccc(C)cc2)c2ccco2)CC1 (stereo not drawn),-1,0,-4,nt,-3,nt,14
Cc1cc(N2CCN(C)CC2)nc2ccc(NC(=O)CCC(=O)N3CCN(c4ccc([N+](=O)[O-])cc4)CC3)cc12,-1,-4,-21,-7,4,-1,-25
Cc1nc2c(OCc3ccc(C#N)cc3)cccn2c1N(C)C(=O)CCC1CCCC1,0,-9,-1,-5,nt,-2,-6
Cc1cc(N(CC(=O)NC(C)C)S(C)(=O)=O)ccc1Br,nt,nt,nt,2,6,-3,nt
O=C(CSCCO)Nc1cccc2ccccc12,-12,3,1,nt,-7,nt,10
Cc1c(C(=O)Nc2ccc3oc(-c4cccnc4)nc3c2)oc2ccccc12,5,-11,-1,nt,-4,nt,nt
CCOC(=O)C(C)n1cnc2scc(-c3ccc(C)c(C)c3)c2c1=O (stereo not drawn),0,3,-1,-5,-30,6,-2
Cc1cccc(CCNS(=O)(=O)c2ccc3c(c2)n(C)c(=O)c(=O)n3C)c1,-1,6,-11,1,-2,0,0
COc1ccc(/C=C/C(=O)Nc2ccccc2C)cc1S(=O)(=O)N1CCOCC1,nt,-1,47*,2,8,-5,-8
CCc1ccc(N2CC(O)=C(c3nc4ccccc4c(=O)[nH]3)C2=N)cc1,nt,-6,-3,-2,3,0,-4
O=C(OCc1nnc(-c2ccccc2)o1)c1cccc(S(=O)(=O)N2CCOCC2)c1,0,nt,0,1,-3,-4,-2
CCOc1ccc2nc(N3CCC(C(=O)NC4CCCCC4)CC3)sc2c1,6,nt,36,0,4,3,13
COc1cccc(NC(=O)N[C@H]2C=C[C@H](CC(=O)NCc3ccncn3)O[C@@H]2CO)c1,0,6[16.7 µM],0,-3,1,1,0
C[C@@H]1CN([C@@H](C)CO)C(=O)c2cc(NC(=O)Nc3ccc(F)cc3)ccc2O[C@H]1CN(C)Cc1ccc(Cl)c(Cl)c1,0,-8[16.7 µM],4,-5,nt,5,-39
COc1ccc(S(=O)(=O)NNC(=S)NCCc2ccccc2)c(OC)c1,0,nt,0,1,6,-1,13
Cc1ccc(NC(=O)CSc2nnc(COc3ccc(C#N)cc3)n2-c2ccccc2)cc1C,-1,-2,0,nt,-2,nt,-1
C[C@@H]1CN([C@H](C)CO)C(=O)c2cccc(NC(=O)NC3CCCCC3)c2O[C@@H]1CN(C)S(=O)(=O)c1ccc(Cl)cc1,13,-5[16.7 µM],-2,-3,-3,1,-5
COc1ccc(NC(=O)Nc2ccc3c(c2)C(=O)N([C@H](C)CO)C[C@H](C)[C@@H](CN(C)C(=O)Nc2ccccc2)OCCCC[C@@H](C)O3)cc1,-2,3[16.7 µM],8,0,-4,2,-4
CC(=O)NCCc1c(C)n(Cc2ccccc2)c2ccccc12,1,-5,0,1,-7,1,8
C[C@H]1CN([C@@H](C)CO)C(=O)c2cccc(NC(=O)c3nc4ccccc4s3)c2O[C@@H]1CN(C)Cc1ccc2c(c1)OCO2,2,nt,nt,-3,nt,6,nt
Cc1noc(C)c1S(=O)(=O)N(C)C[C@@H]1Oc2c(NC(=O)C3CC3)cccc2C(=O)N([C@H](C)CO)C[C@@H]1C,3,53[16.7 µM],5,-4,-4,-2,-12
CCCCN(CC)C(=O)c1cc2cc3ccc(OC)cc3nc2o1,5,8,88*,nt,19,nt,-37
COc1ccc2c(c1)OC[C@H]1[C@H]2N2C(=O)c3cc(C)ccc3NC(=O)[C@@]2(C)[C@H]1c1ccccc1,-2,-4,-5,nt,-9,nt,-10
CCn1ncc(/C=N/O)c1C,1,-4,-9,nt,0,nt,17
COc1ccc(C(=O)NCc2nnc(SCC(=O)N3CCCC3)o2)cc1OC,-4,-4,-7,-6,-2,-3,1

# Quoted at random: 2 entries already listed.
SMILES,Cneo AK release,miR-122 sensor,esBAF inh,ERp5 block,ARNT-TACC3 inh,SIRT5 block,Statin myotox sup
C[C@@H]1CN([C@H](C)CO)C(=O)c2cccc(NC(=O)NC3CCCCC3)c2O[C@@H]1CN(C)S(=O)(=O)c1ccc(Cl)cc1,13,-5[16.7 µM],-2,-3,-3,1,-5
Cc1ccc(NC(=O)CSc2nnc(COc3ccc(C#N)cc3)n2-c2ccccc2)cc1C,-1,-2,0,nt,-2,nt,-1

# Continued.
SMILES,Cneo AK release,miR-122 sensor,esBAF inh,ERp5 block,ARNT-TACC3 inh,SIRT5 block,Statin myotox sup
Cn1c(=O)c(C(=O)Nc2ncccn2)c(O)c2ccccc21,-9,8,10,nt,12,nt,-4
Cc1cccc(C(=O)NNC(=O)C(=O)NC(C)(C)C)c1,1,-3,nt,-6,nt,-2,nt
COc1ccc(CC(=O)NC(C)c2nnc(SCC(=O)Nc3ccccc3)n2C)cc1 (stereo not drawn),0,-1,-5,6,-2,0,1
O=C(NC[C@@H]1N[C@@H](CO)[C@@H]1c1ccccc1)c1ccccc1F,2,50[16.7 µM],1,-9,-1,0,6
S=C(Nc1ccc(Oc2ccccc2)cc1)NC1CCCC1,nt,nt,nt,-2,9,-1,nt
CCOCCCNC(=O)CCn1ccc2cc(S(=O)(=O)N3CCCC3)ccc21,-1,-3,-5,9,-5,-2,9
N#Cc1ccccc1NC(=O)c1ccccc1OCC(=O)Nc1ccc2c(c1)oc1ccccc12,0,nt,3,5,-1,-7,-50
O=C(O)CC/C(=N/NC(=O)CNC(=O)Cc1ccccc1)c1ccccc1,nt,5,-11,0,2,-2,7
Cn1c(NC(=O)/C=C/c2ccco2)cc(=O)n(C)c1=O,nt,nt,nt,1,-1,0,nt
CCc1ccccc1N1CN(Cc2ccco2)CNC1=S,6,11,0,nt,-3,-2,-4
O=C(Cn1cc(/C=N/NC(=O)c2cccc(C(F)(F)F)c2)c2ccccc21)Nc1ccc(F)cc1,1,-3,10,-4,4,3,-61
Cc1ccccc1S(=O)(=O)N(C)C[C@H]1OCc2cnnn2CCCC(=O)N([C@@H](C)CO)C[C@H]1C,0&-7&6,-5,1&1&-1,-5&3&5,-7&-4,-1&2&5,-2&10&-1
C[C@@H]1CN([C@@H](C)CO)C(=O)c2cc(-c3cccc(F)c3)cnc2O[C@H]1CN(C)C(=O)C1CCC1,1,2[16.7 µM],4,0,-7,-2,8
CCOc1ccc(CCNC(=O)c2ccc(NC3=NC4CS(=O)(=O)CC4S3)cc2)cc1 (stereo not drawn),5,0,-3,5,-32,-4,-7
CCCS(=O)(=O)NC(=O)C1(C)CCCN(C(=O)c2cccc(OC(F)(F)F)c2)C1 (stereo not drawn),0,2,-4,-1,nt,2,5

# Another view of some results above:
> Cn1c(NC(=O)/C=C/c2ccco2)cc(=O)n(C)c1=O
  Cneo AK release: nt | miR-122 sensor: nt | esBAF inh: nt | ERp5 block: 1 | ARNT-TACC3 inh: -1 | SIRT5 block: 0 | Statin myotox sup: nt

> COc1ccc(CC(=O)NC(C)c2nnc(SCC(=O)Nc3ccccc3)n2C)cc1 (stereo not drawn)
  Cneo AK release: 0 | miR-122 sensor: -1 | esBAF inh: -5 | ERp5 block: 6 | ARNT-TACC3 inh: -2 | SIRT5 block: 0 | Statin myotox sup: 1

> C[C@@H]1CN([C@@H](C)CO)C(=O)c2cc(-c3cccc(F)c3)cnc2O[C@H]1CN(C)C(=O)C1CCC1
  Cneo AK release: 1 | miR-122 sensor: 2[16.7 µM] | esBAF inh: 4 | ERp5 block: 0 | ARNT-TACC3 inh: -7 | SIRT5 block: -2 | Statin myotox sup: 8

> O=C(Cn1cc(/C=N/NC(=O)c2cccc(C(F)(F)F)c2)c2ccccc21)Nc1ccc(F)cc1
  Cneo AK release: 1 | miR-122 sensor: -3 | esBAF inh: 10 | ERp5 block: -4 | ARNT-TACC3 inh: 4 | SIRT5 block: 3 | Statin myotox sup: -61

# Other results follow:
SMILES,Cneo AK release,miR-122 sensor,esBAF inh,ERp5 block,ARNT-TACC3 inh,SIRT5 block,Statin myotox sup
Cc1ccc(-c2cc(C(F)(F)F)c(C#N)c(SCCC#N)n2)o1,0,-9,-16,nt,-9,nt,-5
CC(C)[C@H](NC(=O)OCc1ccccc1)C(=O)OCC(=O)N1CCCCC1,-2,2,nt,-1,-4,2,-3
O=C(CSc1nnc(-c2ccccc2F)n1C1CC1)N1CCCC1,-1,4,6,2,nt,nt,-4
CCCCCN(C(=O)CCC(=O)OCC(=O)N1CCCCC1C)c1c(N)n(CCCC)c(=O)[nH]c1=O (stereo not drawn),1,nt,nt,2,-1,2,nt
CC(C)NC(=O)Nc1ccc2c(c1)C(=O)N([C@H](C)CO)C[C@H](C)[C@H](CN(C)C(=O)c1ccncc1)OCCCC[C@@H](C)O2,-2,-6[16.7 µM],nt,4,-8,-1,nt
CCc1nc2c(OCCOC)cccn2c1N(C)C(=O)Nc1ccccc1OC,-4,2,4,-3,nt,-1,17
CCC(=O)C1=C(O)C(c2cccc(Oc3ccccc3)c2)CCC1=O (stereo not drawn),1,5,0,0,nt,-1,-1
CC1CN(C(=O)/C(=C/c2ccco2)NC(=O)c2ccccc2)CC(C)O1 (stereo not drawn),3,-3,2,-2,0,-3,0
COC(=O)C1=C(C(=O)OC)[C@@H]2N(C)c3ccc(OC)cc3[C@@]23C[C@@H](C(=O)OC)N(C(=O)NC2CCCCC2)C3=N1,0,0,-2,-4,3,-1,-2
O=C(NC(=O)N1CCCC1)c1csnn1,nt,nt,nt,3,-5,2,nt
CN(CCc1ccccc1)C(=O)c1ccc(NC(=O)Cc2cccc([N+](=O)[O-])c2)cc1,-4,-5,1,6,1,nt,6
CN(C)CC#Cc1ccc([C@H]2[C@H]3CN(S(=O)(=O)c4ccccc4F)CCCCN3[C@H]2CO)cc1,0,5[16.7 µM],nt,-2,-5,-1,nt
CC1CCCC(NC(=O)CN2CCN(S(=O)(=O)c3ccc(Br)s3)CC2)C1C (stereo not drawn),nt,-2,-1,1,18,-2,7

# Compound activity: PubChem BioAssay, Broad Institute
